# Bioassay records from PubChem.
# M5 PAM: potentiates acetylcholine response at human M5 receptor. CHO-K1 hM5, Fluo-8 calcium, ACh EC20 PAM; 0% = ACh EC20, 100% = ACh EC100. activation, % at 3 µM. 360,000 compounds, 0.3% hits. AID 624038;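 active means activation above the run cutoff, the mean activation of all test compounds plus 3 SD, cut at about 18% in these data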
# Target sequence (P08912 whole entry, looked up): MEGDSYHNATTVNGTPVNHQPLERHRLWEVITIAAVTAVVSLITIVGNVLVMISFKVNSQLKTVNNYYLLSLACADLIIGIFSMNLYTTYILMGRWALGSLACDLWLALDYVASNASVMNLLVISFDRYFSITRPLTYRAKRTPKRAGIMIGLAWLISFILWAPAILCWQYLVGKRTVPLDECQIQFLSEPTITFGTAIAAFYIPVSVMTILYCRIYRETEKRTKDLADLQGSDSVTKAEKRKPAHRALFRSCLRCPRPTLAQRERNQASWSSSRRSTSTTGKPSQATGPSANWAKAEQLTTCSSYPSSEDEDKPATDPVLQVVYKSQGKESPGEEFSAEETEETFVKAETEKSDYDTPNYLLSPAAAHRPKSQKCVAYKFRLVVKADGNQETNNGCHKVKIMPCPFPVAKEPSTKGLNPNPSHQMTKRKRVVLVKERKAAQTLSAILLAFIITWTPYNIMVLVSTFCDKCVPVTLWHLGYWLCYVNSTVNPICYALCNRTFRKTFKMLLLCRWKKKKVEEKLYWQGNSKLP
#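 Test system: CHO-K1 hM5 cells / Doses: single-point, 3 µM nominal / Times: Post-acetylcholine fluorescence recording 140 s / Technique: Fluo-8 calcium fluorescence / Measure: Max/basal fluorescence ratio as % of EC20–EC100 ACh window / Benchmarks: low control EC20 acetylcholine (0%), high control EC100 acetylcholine (100%) / Replicates: one well per compound, no replicates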
# CHRM1 PAM: human CHRM1 positive allosteric modulation | P11229 | CHO-K1 hM1, Fluo-8 calcium fluorescence, ACh EC20; 0% = ACh EC20, 100% = maximal ACh | activation, % at 3 µM | 360,000 compounds, 0.088% hits | AID 588819; in the data active means activation above about 19%, passing the limit was not always enough
# Target sequence (P11229 whole entry, looked up): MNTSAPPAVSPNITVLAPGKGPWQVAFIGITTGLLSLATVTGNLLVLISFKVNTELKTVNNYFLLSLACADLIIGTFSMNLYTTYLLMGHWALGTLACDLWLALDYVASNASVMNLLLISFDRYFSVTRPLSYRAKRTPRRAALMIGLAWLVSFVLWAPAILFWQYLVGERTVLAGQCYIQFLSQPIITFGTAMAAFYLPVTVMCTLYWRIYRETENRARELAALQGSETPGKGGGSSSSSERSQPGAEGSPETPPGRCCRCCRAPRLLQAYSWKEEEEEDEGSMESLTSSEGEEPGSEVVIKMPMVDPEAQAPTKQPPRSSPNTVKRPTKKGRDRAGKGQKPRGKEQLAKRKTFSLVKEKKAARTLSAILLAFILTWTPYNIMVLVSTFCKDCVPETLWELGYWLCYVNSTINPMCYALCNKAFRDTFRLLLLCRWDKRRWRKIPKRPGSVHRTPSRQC
# CHRM4 agonist: CHRM4 agonism in calcium assay; P08173; CHO-K1 hM4/Gqi5, Fluo-8 calcium fluorescence; vehicle 0%, full acetylcholine response 100%; activation, % at 3 µM; 360,000 compounds, 0.14% hits; AID 624127;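 active means activation above the run mean over all test wells plus 3 SD, cut at about 32% in these data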;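 further: peak over basal fluorescence ratio per well then scaled between controls; 0% = DMSO wells and 100% = acetylcholine at EC100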
# CHRM5 antagonist: CHRM5 antagonism in calcium assay | P08912 | CHO-hM5 cells, Fluo-8 calcium fluorescence, ACh EC80 | inhibition, % at 3 µM | 360,000 compounds, 0.59% hits;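 active means inhibition above a per-plate cutoff, the mean of that plate's test compounds plus 3 SD, cut at about 27% in these data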;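 further: 0% = acetylcholine EC80 with DMSO and 100% = DMSO without agonist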
# CRFBP-R2 agonist: CRF-BP/CRF-R2 complex agonism; 350,000 compounds, 0.46% hits; HEK293 CRF-R2/CRF-BP, calcium dye fluorescence (FLIPR); percent of saturating CRF peptide response; activation, % at 13.2 µM; AID 588473;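 active means activation of at least 50%, plus an integration ratio under a set limit after plate pattern correction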;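 further: plate controls were neutral control wells without compound for no effect and CRF at EC100 for full effect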
# CRFBP-R2 block: antagonists of CRF-binding protein/CRF-R2 receptor complex; HEK293 CRF-R2/CRF-BP, CRF-induced calcium fluorescence; inhibition, % at 11.8 µM; 350,000 compounds, 0.59% hits; AID 588475;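 active means inhibition of the ligand-induced calcium signal above about 50% at the single tested concentration, limit read from the data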
# CHRM5 agonist: CHRM5 agonism in calcium assay. CHO-K1 hM5 cells, Fluo-8 calcium fluorescence; 0% DMSO wells, 100% maximal acetylcholine response. AID 624037. activation, % at 3 µM. 360,000 compounds, 0.19% hits;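 active means activation above the run's mean over test compounds plus 3 SD, cut at about 23% in these data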;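 further: signal is peak over basal fluorescence ratio across the kinetic read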
# M4 PAM: potentiates acetylcholine response at human M4 receptor. AID 624126. 360,000 compounds, 0.4% hits. P08173. activation, % at 3 µM. CHO-K1 hM4/Gqi5, Fluo-8 calcium fluorescence, ACh EC20; 0% = ACh EC20, 100% = maximal ACh;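 active means activation above its plate's cutoff, the mean activation of sample wells plus 3 SD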; further: some results filed as inactive read as strong as hits
# CHRM4 antagonist: blocks acetylcholine activation of human M4 receptor; inhibition, % at 3 µM; P08173; CHO-hM4 cells, ACh EC80, Fluo-8 calcium fluorescence; 360,000 compounds, 0.73% hits; AID 624125;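 active means inhibition above its plate's cutoff, the mean inhibition of sample wells plus 3 SD, cut at about 27% in these data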;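 further: 0% = acetylcholine EC80 with DMSO and 100% = DMSO without agonist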
# Active calls of the source: *; . = not tested or not shown; & = joins results of further samples.
M5 PAM	CHRM1 PAM	CHRM4 agonist	CHRM5 antagonist	CRFBP-R2 agonist	CRFBP-R2 block	CHRM5 agonist	M4 PAM	CHRM4 antagonist	SMILES
-4	-1	1	-1	1.0	-1	-7	5	7	CCCc1ccc(C(=O)CCC(=O)O)cc1
-4	11	0	8	2.0	7	-4	-2	-2	Cc1nc(CCNC(=O)CC2C(=O)NCCN2Cc2ccccc2)nc2c1CCC2 (configuration not stated)
-12	-13	1	8	2.3	19	-3	0	-20	S=c1nc(-c2ccccc2)n(CCCn2ccnc2)c2c1CCCC2
-8	9	0	3	1.9	-1	-7	2	-4	O=C(c1cccc2ccccc12)N1CCC(N2CCN(c3ccccc3)CC2)CC1
-5	12	13	15	-3.4	-14	0	-7	1	CCCn1nc(NC(=O)C(C)C)c2cc3cc(OC)ccc3nc21
-4	-6	1	7	.	.	-2	1	-1	COc1cccc(-c2cnc3c(NC(C)=O)cc(-c4ccc(S(C)(=O)=O)cc4)cn23)c1
7	-1	0	12	-0.5	1	2	3	-3	Cc1c(NC(=O)CSc2nnc(-c3cccnc3)n2N)c(=O)n(-c2ccccc2)n1C
-9	-7	2	16	-0.2	-1	-1	6	-16	Nc1c(N(CCC2=CCCCC2)C(=O)c2ccc([N+](=O)[O-])o2)c(=O)[nH]c(=O)n1Cc1ccccc1
2	11	0	-5	-0.3	-14	-6	9	-7	CN(C)c1cccc(C(=O)Nc2cccc(F)c2)c1
-3	3	1	0	0.4	7	-3	-6	1	O=C(NCCc1ccc(Cl)cc1)/C(=C/c1cccnc1)NC(=O)c1ccccc1
5	8	0	1	-0.5	-7	-2	3	-4	Cn1c(CSCc2ccccc2Cl)n[nH]c1=S
-3	11	4	6	-1.4	10	1	5	-4	COc1ccc(C=O)cc1OS(=O)(=O)c1ccc(NC(C)=O)cc1
-2	5	0	12	.	.	0	-4	5	Nc1ncnc2c1ncn2[C@@H]1O[C@H](CNC(=O)[C@@H](N)Cc2ccc(C(=O)c3ccccc3)cc2)[C@@H](O)[C@H]1O
4	6	0	-4	2.4	14	-4	9	-1	COc1ccc(NC(=O)c2cc3c(=O)n(C)c4ccccc4c3n2C)cc1Cl
6	2	1	-14	-0.3	4	-7	1	-7	CCN(CC(=O)Nc1c(F)cccc1F)C(=O)CCc1nc2cc(S(=O)(=O)N(C)C)ccc2n1CC
-4	5	0	6	-2.9	9	-3	1	1	CCN(C(=O)COC(=O)/C=C/c1ccccc1)C1CCCCC1
-6	-1	1	2	-1.7	-54	-3	-2	8	COc1ccc(N2CCN(c3nc4c(c(=O)[nH]c(=O)n4C)n3Cc3cccc(C)c3)CC2)cc1
5	0	7	-7	.	.	-2	3	-19	O=C(Nc1ccccc1)c1cc(C2CCCN(C(=O)C/C=C/c3ccccc3)C2)on1 (configuration not stated)
-1	0	0	2	0.1	-15	2	-6	15	NC(=O)c1ccccc1NC(=O)CCN1C(=O)c2ccccc2C1=O
-1	4	11	4	0.3	5	6	3	2	Cc1ccc(C)c(OCCC(=O)OCC(=O)c2c(N)n(C)c(=O)n(C)c2=O)c1
2	11	0	-6	-4.8	8	1	2	0	O=C(CCC1CCCC1)Nc1nnc(-c2ccc3c(c2)OCO3)s1
-3	14	1	1	-0.8	11	0	2	10	Cc1cnc(NC(=O)Cc2c[nH]c3ccccc23)s1
1	-8	0	7	2.1	0	-12	-4	3	CN(C)C(CNC(=O)c1cccc(S(=O)(=O)N(C)C)c1)c1ccccc1 (configuration not stated)
6	6	0	-4	-3.1	5	-5	6	-2	CCc1cccc(C)c1NC(=O)c1cccc(N(C)C)c1
-17	-25	160*	8	156*	-46	77*	-41	36*	Cc1ccc(C(=O)NNC(=S)NC(=O)c2ccc(Cl)cc2Cl)cc1

# With a hit mark in CHRM4 agonist, among the entries above:
M5 PAM	CHRM1 PAM	CHRM4 agonist	CHRM5 antagonist	CRFBP-R2 agonist	CRFBP-R2 block	CHRM5 agonist	M4 PAM	CHRM4 antagonist	SMILES
-17	-25	160*	8	156*	-46	77*	-41	36*	Cc1ccc(C(=O)NNC(=S)NC(=O)c2ccc(Cl)cc2Cl)cc1

# (further entries)
M5 PAM	CHRM1 PAM	CHRM4 agonist	CHRM5 antagonist	CRFBP-R2 agonist	CRFBP-R2 block	CHRM5 agonist	M4 PAM	CHRM4 antagonist	SMILES
1	-2	1	-9	-2.0	22	-2	-3	-6	CC1CCCN(C(=S)NCc2ccccc2)C1 (configuration not stated)
3	3	1	2	-3.7	16	0	3	-14	O=C(NCCc1ccccc1O)c1cc2c(cc1[N+](=O)[O-])OCO2
5	7	-2	-1	-0.1	-14	-15	1	-2	COc1cc(SC)ccc1C(=O)NC1CCCCC1
4	10	0	1	-1.8	8	-3	11	9	CN(C)C(=O)CSc1n[nH]c(=O)[nH]c1=O
-1	12	1	8	1.9	-5	-4	0	0	Cc1ccccc1NS(=O)(=O)c1ccc(C(=O)NCCCN2CCOCC2)cc1
6	7	3	-2	-2.8	14	2	5	3	O=C(COC(=O)/C=C/c1ccco1)Nc1cccc([N+](=O)[O-])c1
4	5	1	0	-0.3	4	1	1	-1	O=C(CC12CC3CC(CC(C3)C1)C2)NC1CC1
3	5	2	-8	0.0	-3	0	4	1	O=C(CCN1C(=O)C2C3C=CC(C3)C2C1=O)Nc1ccc2ncccc2c1 (configuration not stated)
-3	-2	1	8	0.2	6	0	0	1	O=C(O)c1ccc2noc(-c3ccccc3)c2c1
-2	0	0	-9	-1.8	5	3	9	-14	O=C(Nc1ccc(O)c(C(=O)O)c1)c1cccc(NC(=O)c2ccco2)c1
-2	5	2	5	-0.3	7	1	4	-9	O=C(Nc1nnc(C2CCCC2)s1)C1CCN(S(=O)(=O)c2ccc(Cl)cc2)CC1
1	12	0	6	1.1	-3	-4	18	2	O=C(Cn1nnc2ccccc2c1=O)NCC1CCC(C(=O)O)CC1 (configuration not stated)
1	7	1	2	1.8	6	-2	2	2	O=C(CSc1nnc(-c2ccccc2Br)o1)Nc1cccc2ccccc12
9	3	1	-1	-1.1	7	-1	0	-6	OC1CCN(CC(O)C(F)(F)F)CC1 (configuration not stated)
1	1	0	6	-4.1	30	0	-7	10	CCS(=O)(=O)c1ccc(C(=O)NC2CC2)c(Cl)c1Cl
11	9	1	6	2.1	-19	0	6	-6	CC(C)CC(CO)N1CCN(C(=O)c2ccc(Cl)cc2)CCC1=O (configuration not stated)
-2	4	1	7	0.1	-7	-8	4	-5	COc1ccc(C(CNC(=O)c2cccc(S(=O)(=O)N3CCCCC3)c2)N2CCCC2)cc1 (configuration not stated)
-5	2	-1	3	6.3	-6	-1	0	-1	CS(=O)(=O)c1ccccc1-c1nnc(NC(=O)c2cccc(N3C(=O)CCC3=O)c2)o1
-6	7	1	6	-0.1	-8	-1	2	-7	CCN(CC)CCCNc1cc(C)c(C#N)c2nc3ccccc3n12
5	9	3	11	-0.6	7	1	3	2	O=[N+]([O-])c1ccccc1CNCCCCO
-3	0	2	0	2.8	6	-1	0	0	N#C/C(=C(/O)COC(=O)c1ccc2c(c1)OCCO2)c1nc2ccccc2[nH]1
-1	1	1	-4	-1.3	27	-1	-1	-8	CCOC(=O)Cc1csc(NC(=O)CCCc2ccccc2)n1
4	6	1	9	-1.2	5	0	8	-3	COc1ccc(-c2ccc3oc(-c4ccsc4)cc3c2)cc1
5	9	2	18	5.4	-7	-3	2	-11	CCOC(=O)[C@@H]1[C@H]2COc3ccccc3[C@@H]2N2C(=O)N(c3ccc(Cl)cc3)C(=O)[C@@]12C
-8	2	5	13	2.3	-8	-1	11	-6	O=C(Nc1ccccc1N1CCN(C(=O)c2ccc(Cl)cc2)CC1)c1cccnc1

# Part of the list above in another layout:
Compound,M5 PAM,CHRM1 PAM,CHRM4 agonist,CHRM5 antagonist,CRFBP-R2 agonist,CRFBP-R2 block,CHRM5 agonist,M4 PAM,CHRM4 antagonist
CCN(CC)CCCNc1cc(C)c(C#N)c2nc3ccccc3n12,-6,7,1,6,-0.1,-8,-1,2,-7
O=[N+]([O-])c1ccccc1CNCCCCO,5,9,3,11,-0.6,7,1,3,2
N#C/C(=C(/O)COC(=O)c1ccc2c(c1)OCCO2)c1nc2ccccc2[nH]1,-3,0,2,0,2.8,6,-1,0,0

# Remaining list, next part:
M5 PAM	CHRM1 PAM	CHRM4 agonist	CHRM5 antagonist	CRFBP-R2 agonist	CRFBP-R2 block	CHRM5 agonist	M4 PAM	CHRM4 antagonist	SMILES
-5	-4	2	-2	-3.1	0	-8	-1	-5	N#Cc1nc(COc2ccc(Br)cc2)oc1NCCCn1ccnc1
1	15	5	-3	-4.5	0	7	-9	-12	NC(=S)N/N=C/c1c(O)ccc2ccccc12
6	13	0	4	-2.1	2	2	11	7	NNC(=O)c1ccc(CSc2n[nH]c(=O)[nH]c2=O)cc1
-35	-28	-2	22	-0.3	1	-11	-11	16	Cc1ccc2c(c1)N(C(=O)CSc1nncn1C)C(C)(C)c1ssc(=S)c1-2
6	12	1	-6	2.2	16	-1	15	-12	COC(=O)c1ccccc1NC(=O)C/C(C)=N/NC(=O)CC#N
-9	-1	1	3	-0.1	-6	-4	4	-1	Cc1ccc(/C=[N+](/C)[O-])cc1
5	8	1	2	-0.7	10	2	-3	0	O=C(Nc1ccc(OCC(=O)N2CCOCC2)cc1)Nc1cccc2ccccc12
-4	-13	-1	13	-4.8	38	-13	-6	4	Cc1csc(Nc2ccccc2)[n+]1-c1ccccc1
-4	-3	0	5	0.7	11	0	-1	2	COc1ccccc1C(CNC(=O)CCNC(=O)c1ccccc1Cl)N1CCCC1 (configuration not stated)
1	6	0	4	-0.8	1	4	6	2	CC(C)(C)C(=O)O/N=C(\N)COc1cccc(Cl)c1
6	8	0	0	-1.0	-24	2	10	8	COc1cccc(/C=N/NC(=O)C(=O)N2CCCC2)c1OC
-7	-2	1	7	1.0	-7	-1	-6	3	COc1cccc(C(=O)N(Cc2ccc(N(C)C)cc2)C2CCS(=O)(=O)C2)c1 (configuration not stated)
-5	3	1	-1	-1.8	-5	-2	0	-2	O=C(c1ccncc1)N1CCN(c2cccc(C(F)(F)F)c2)CC1
-2	2	13	0	-0.7	0	1	3	3	CCO[C@H]1OC(C(=O)Nc2ccccc2)=C[C@@H](c2coc3ccccc3c2=O)[C@@H]1CCCO
-17	-3	16	19	0.5	3	-1	-12	6	Cc1ccc(N=C(NO)c2cnccc2C(F)(F)F)c(C)c1
-4	9	-1	5	-0.3	2	-3	-1	7	Cc1c(NC(=O)c2cc3nc(-c4ccc(Br)cc4)cc(C(F)(F)F)n3n2)c(=O)n(-c2ccccc2)n1C
3	6	2	4	-0.5	5	1	6	-2	O=C(NCC1CC1)C1(C(F)(F)F)CC(CCCO)CCCO1 (configuration not stated)
4	7	0	0	0.9	-3	-1	-7	15	Cc1cc(C)cc(OC(C)C(=O)Nc2ccc(S(=O)(=O)Nc3cc(C)nc(C)n3)cc2)c1 (configuration not stated)
-3	6	2	4	0.7	4	0	-2	1	CCOC(=O)c1ccc(NC(=O)CC2SC(=NC)N(C)C2=O)cc1 (configuration not stated)
8	5	1	-6	-2.3	-9	0	14	-14	Cc1cccc(N2CCN(C(=O)N3CCCCC3)CC2)c1C
0	-7	1	0	-0.9	-24	2	-4	3	CCCc1c(C(=O)N/N=C/c2ccc3c(c2)OCO3)nnn1-c1nonc1N
-5&3	-12&-6	-1&0	10&8	1.0&-5.9	-9&12	-17&-19	-7&-7	6&1	COc1ccc(CN2CCN(c3ccccn3)CC2)c(OC)c1C
